# A549 viability = A549 cytotoxicity, counter-screen for Nrf2 inhibitors; A549 ARE-Fluc cells, CellTiter-Fluor viability, 18-24 h; 390,000 tested, 0.16% active; Potency, µM (highest dose often 46 µM), for inactives: at the top dose activity change, negative = cytotoxicity, hits mostly inhibitors; AID 504648; note: % is set by controls: 0 for no effect and ±100 for the full control effect
#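 Cytotoxicity counterscreen: CellTiter-Fluor fluorescence was measured in A549 ARE_Fluc cells after 18-24 h of compound exposure in a concentration series. The subsequent BugLite luminescent read reports ARE-luciferase activity.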
# HepG2 viability = kills HepG2 cells in TGF-b inhibitor counter-screen. HepG2 CAGA-GFP viability, ATP luminescence, 18 h. Potency, µM (highest dose often 46.1 µM), inactives show at the top dose activity change, negative = cytotoxicity, usual class: cytotoxic. 410,000 tested, 0.76% active. AID 588856; note: some results filed as inactive show a strong effect at the top dose
#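 HepG2 CAGA-GFP cells (1000/well, DMEM with 1% FBS) received compound, then TGF-beta at 500 pg/mL final, and were incubated 18 hours at 37 degrees C. Viability was read by CellTiter-Glo luminescence. Media-only wells were set as complete cell-killing and DMSO as no toxicity.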
# ATXN2 expr inh = ATXN2 expression inhibition; HEK-293 ATXN2-luciferase reporter, luminescence, 24 h; Potency, µM (doses to about 57 µM), for the others: at the highest dose activity change, negative = inhibition, usual class: inhibitors; 360,000 tested, 0.72% active; note: % is set by controls: 0 for no effect and ±100 for the full control effect; nearly all actives have a fitted effect of over 55% in size
#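 qHTS (up to 57 uM final) was run with 24 h compound exposure of reporter cells at 37 °C. Each well was multiplexed: SteadyGlo luminescence measured ATXN2-luciferase expression after a fluorogenic Gly-Phe-AFC viability readout (25 uM final).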
# TGFb SMAD3 inh = TGF-b pathway inhibition. HepG2 CAGA-GFP TGF-b/SMAD3 reporter, GFP fluorescence, 18 h; TGF-beta stimulated, 500 pg/mL final. Potency, µM (series often up to 46.1 µM), inactives show top-dose activity, negative = inhibition, usual class: inhibitors. 410,000 tested, 1.2% active; note: % is set by controls: 0 for no effect and ±100 for the full control effect; nearly all actives have a fitted effect of over 65% in size
#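 HEPG2 CAGA-GFP, 1000 cells/well; 2 h settle, 37 C; cpd via pin tool; TGF-b 500 pg/mL final; 18 h, 37 C; GFP imaging ex488/em500-530; %Activity normalised to -TGF-b and +DMSO controls; CRC fit, curve class.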
# EPAC2 antag = EPAC2 (human) antagonism; AID 720708; 360,000 tested, 0.18% active; Potency, µM (doses to about 114 µM), for inactives: at the highest dose activity, negative = inhibition, hits mostly inhibitors; EPAC2 GEF exchange of Rap1B-BODIPY-GDP, fluorescence; note: % is set by controls: 0 for no effect and ±100 for the full control effect; nearly all actives have a fitted effect of over 45% in size; many of its hits are not listed in these tables
# Target sequence (Q8WZA2 whole entry, looked up): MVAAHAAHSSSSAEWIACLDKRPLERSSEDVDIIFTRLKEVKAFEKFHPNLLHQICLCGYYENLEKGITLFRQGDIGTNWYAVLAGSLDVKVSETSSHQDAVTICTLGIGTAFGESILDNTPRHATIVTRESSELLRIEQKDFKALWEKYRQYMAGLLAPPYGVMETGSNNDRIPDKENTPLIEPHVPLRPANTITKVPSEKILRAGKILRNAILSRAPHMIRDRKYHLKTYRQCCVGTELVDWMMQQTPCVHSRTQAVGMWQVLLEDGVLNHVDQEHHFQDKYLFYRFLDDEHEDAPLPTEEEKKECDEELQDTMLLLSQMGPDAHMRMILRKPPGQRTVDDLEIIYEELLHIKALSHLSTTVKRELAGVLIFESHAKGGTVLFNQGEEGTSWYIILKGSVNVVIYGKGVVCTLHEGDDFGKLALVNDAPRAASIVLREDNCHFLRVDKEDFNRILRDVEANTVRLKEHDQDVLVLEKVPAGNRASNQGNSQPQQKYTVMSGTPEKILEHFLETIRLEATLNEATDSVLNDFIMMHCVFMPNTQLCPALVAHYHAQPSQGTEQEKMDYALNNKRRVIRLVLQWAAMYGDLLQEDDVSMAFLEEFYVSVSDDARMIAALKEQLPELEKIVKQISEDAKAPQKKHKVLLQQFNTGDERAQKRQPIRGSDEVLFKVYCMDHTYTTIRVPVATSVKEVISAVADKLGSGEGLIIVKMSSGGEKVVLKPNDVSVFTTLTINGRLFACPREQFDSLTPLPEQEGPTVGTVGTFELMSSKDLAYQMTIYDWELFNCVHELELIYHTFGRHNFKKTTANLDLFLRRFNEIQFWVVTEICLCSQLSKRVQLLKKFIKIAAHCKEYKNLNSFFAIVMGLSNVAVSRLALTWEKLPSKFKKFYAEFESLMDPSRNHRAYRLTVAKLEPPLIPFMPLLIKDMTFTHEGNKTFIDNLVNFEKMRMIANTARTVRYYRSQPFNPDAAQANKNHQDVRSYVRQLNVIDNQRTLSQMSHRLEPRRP
# Nrf2 inh = blocks Nrf2 signaling; A549 ARE-Fluc reporter, luciferase luminescence, 18-24 h; Potency, µM (series often up to 46 µM), for inactives: at the top dose activity change, negative = inhibition, actives largely listed as inhibitors; 360,000 tested, 2.1% active; AID 504444; note: % is set by controls: 0 for no effect and ±100 for the full control effect; nearly all actives have a fitted effect of over 60% in size
#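 Nrf2 function is reported as luminescence of an ARE-controlled luciferase in A549 cells. Compounds were tested at several concentrations, and a CellTiter-Fluor read on the same wells flagged cytotoxicity.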
# Nrf2 ARE act = activates Nrf2 signaling; AREc32 ARE-luciferase reporter (MCF7-derived line), luminescence, 24 h; Potency, µM (top dose mostly 46.1 µM), for inactives: at the top dose activation, hits mostly activators; 410,000 tested, 0.31% active; note: % of control where 0% means no effect; nearly all actives have a fitted effect of over 65% in size
#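 Nrf2 activation is followed as ARE-luciferase induction in the AREc32 line after one day of compound treatment; luminescence is read with Steady-Glo.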
# ATXN viability = viability counter-screen for ATXN expression inhibitors; S2 cells (HEK-293 line with an ATXN2-luciferase reporter) viability, CellTiter-Fluor protease fluorescence, 24 h; Potency, µM (top dose mostly 56.7 µM), actives largely listed as cytotoxic; 400,000 tested, 0.49% active; note: nearly all actives have a fitted effect of over 40% in size
# MCF10A rerep = DNA re-replication induction in MCF 10a cells; 350,000 tested, 2.9% active; MCF 10A DNA re-replication, Hoechst nuclear intensity, 48 h; Potency, µM (series often up to 46.1 µM), inactives show at the highest dose activity, positive = re-replication, hits mostly activators; note: % of control where 0% means no effect; nearly all actives have a fitted effect of over 50% in size
# * hit, by the source's call; i = inactive; ? = inconclusive; / = no result given; [ ] = remark or other dose. Calls come from the whole dose curve; as a rule, active = well fitted curve in the direction sought with a large enough effect; inconclusive = small, poorly fitted or top-dose-only effect, or another doubt; inactive = no such curve, though single readings can be large; an effect the other way counts as inactive or inconclusive. Potency is the fitted concentration of half-maximal effect.
SMILES,A549 viability,HepG2 viability,ATXN2 expr inh,TGFb SMAD3 inh,EPAC2 antag,Nrf2 inh,Nrf2 ARE act,ATXN viability,MCF10A rerep
CN(C)c1cccc(C(=O)N2CCCC(CCC(=O)N3CCN(c4ccccn4)CC3)C2)c1 (centres undefined),-4%,-4%,-8%,-9%,10%,?,3.6%,i,17%
COc1ccc(C(=O)NCC(C)(C)SCc2c(C)cc(C)cc2C)cc1,?,-37%,-12%,?,-19%,?,-0.3%,i,-15%
COc1ccc(N2CC(C(=O)NCc3n[nH]c(=O)c4ccccc34)CC2=O)cc1 (centres undefined),6%,-47%,1%,1%,1%,-11%,0.6%,i,1%
CC1CCN(CCc2nc3cc(NS(=O)(=O)c4ccc(F)cc4)ccc3n2C)CC1,-5%,3%,-23%,7%,2%,4%,11%,?,2%
Nc1ccc(-n2cnc3cc([N+](=O)[O-])ccc32)cc1,-7%,-3%,44%[activator],5%,6%,?,3.0%,i,4%
CCOc1ccccc1-n1c(SCC(=O)N2CCCC2)nnc1-c1ccoc1C,-1%,-19%,4%,-1%,-2%,2%,-0.2%,i,1%
COc1ccc(/C=N/NC(=O)c2cc(C34CC5CC(CC(C5)C3)C4)[nH]n2)cc1O,4%,-19%,-19%,?,-7%,/,0.4%,?,?
CCN(CC)C(=O)c1cn(-c2ccccc2)nc1-c1ccc2c(c1)OCCO2,-6%,-10%,-20%[11.3 µM],11%,-8%,-8%,-0.7%,i,-5%
C=CC(=O)NN(C)c1ncc(C(F)(F)F)cc1Cl,-19%,4%,?,4%,-23%,?,17%,i,?
COC(=O)c1[nH]c2ccc(C)cc2c1NC(=O)NC1CCCCC1,-1%,0%,2%,6%,5%,/,0.7%,i,-1%
CC1COc2c3ccccc3nn21 (centres undefined),/,/,0%,/,8%,/,-0.2%,i,/
CC1(C(=O)NS(=O)(=O)c2cccc(Cl)c2)CCN1C(=O)c1cccc2ccccc12 (centres undefined),/,10%,8%,2%,0%,/,-0.7%,i,/
Cc1cccc(NC(=O)CSc2nc(N)c(NC(=O)c3cccs3)c(=O)[nH]2)c1C,2%,-16%,1%,-10%,19%,3%,-0.2%,i,-5%
CCn1ncc(CN2CCCC(CNC(=O)c3ccc(F)cc3)C2)c1C (centres undefined),-1%,-3%,-6%,9%,-1%,-2%,2.5%,i,-23%
CCOC(=O)c1c(C)[nH]c(C(=O)Cn2nnc(-c3ccccc3Cl)n2)c1C,-8%,-27%,-7%,-10%,-16%,?,2.2%,?,12%
CCC1(c2ccc(F)cc2)NC(=O)N(CC(=O)N2CCN(C(=O)c3cccs3)CC2)C1=O (centres undefined),1%,-1%,2%,8%,9%,-24%,-0.4%,i,4%
CCOc1ccc(CNC(=O)CCCn2c(=O)c3cccn3c3ccc(F)cc32)cc1,-1%,2%,/,-19%,/,-16%,-0.8%,/,/
O=C(CSc1nncs1)NCCCc1ccccc1,-7%,9%,6%,0%,2%,20%,-0.8%,i,6%
O=C(CSc1nc2c([nH]c3ccccc32)c(=O)n1-c1ccccc1F)NCC1CCCO1 (centres undefined),0%,-76%,2%,1%,-4%,-10%,6.4%,?,0%
CCCCCCCc1c(O)nc(SCCN2CCOCC2)[nH]c1=O,1%,-5%,0%,-2%,3%,?,-0.5%,i,?

# Limited to MCF10A rerep and Nrf2 ARE act (two entries from above):
Structure	MCF10A rerep	Nrf2 ARE act
CCOc1ccc(CNC(=O)CCCn2c(=O)c3cccn3c3ccc(F)cc32)cc1	/	-0.8%
CC1COc2c3ccccc3nn21 (centres undefined)	/	-0.2%

# More records follow:
SMILES,A549 viability,HepG2 viability,ATXN2 expr inh,TGFb SMAD3 inh,EPAC2 antag,Nrf2 inh,Nrf2 ARE act,ATXN viability,MCF10A rerep
CCc1ccc(NC(=O)Cn2c(SC)nc3ccccc32)cc1,-6%,-22%,1%,4%,-4%,-11%,6.1%,i,1%
COc1ccc(N2CCN(C(=O)c3cn(C4CCCC4)c(=O)c4c3c3ccccc3n4C)CC2)cc1,-24%,-13%,0%,?,0%,?,6.0%,?,29%
CCN1CCc2c(sc(NC(=O)c3ccc(S(=O)(=O)N(C)CC4CCCO4)cc3)c2C(N)=O)C1 (centres undefined),?,0%,-16%,3%,-1%,-26%,-0.4%,i,2%
O=c1cc(O)c2sc3nc(-c4cccnc4)cc(C(F)(F)F)c3c2[nH]1,-6%,0%,-2%,13%,-3%,-26%,5.6%,i,0%
Cn1c2ccc(F)cc2c2nnc(SCCN3CCOCC3)nc21,0%,1%,2%,16%,0%,2%,2.9%,i,-3%
COc1cccc(NC(=O)CN(C)C(=O)Cc2cccc3ccccc23)c1,2%,-14%,-5%,0%,-5%,-7%,-0.5%,i,17%
CC(=O)N1c2ccc(S(=O)(=O)N3CCCC3C(=O)NCc3ccc(Cl)cc3)cc2CC1C (centres undefined),-5%,-16%,-8%,-14%,3%,-14%,2.9%,i,0%
COc1ccc(C)cc1NC(=O)c1ccc2c(c1)OCO2,-12%,-32%,9%,18%,1%,4%,1.0%,i,3%
Cc1noc(C)c1S(=O)(=O)N1CCCC1C(=O)O (centres undefined),4%,-13%,-6%,-5%,19%,6%,-0.6%,?,-12%
COc1ccc(C2(C(N)=O)CCCCC2)cc1OC,5%,-5%,-5%,-12%,-4%,-11%,0.6%,i,1%
CC(OC(=O)CN1C(=O)c2ccccc2C1=O)C(=O)c1ccccc1 (centres undefined),-12%,0%,/,3%,4%,4%,-0.9%,?,2%
COc1ccc(C(=O)NC2(C(F)(F)F)NC(=O)N(CCCc3ccccc3)C2=O)c(OC)c1OC (centres undefined),-3%,-28%,-24%,?,-11%,?,-0.3%,i,?
O=C(c1ccc(COc2ccccc2Br)cc1)N1CCCCC1,5%,0%,17%,4%,-7%,/,6.8%,i,-12%
COc1cc(/C=C/C(=O)OCC(=O)NC(=O)NC(C)C)cc(S(=O)(=O)N2CCc3ccccc32)c1OC,-12%,6%,-38%,?,-12%,?,9.9%,i,9%
Cn1nccc1C(=O)NC1CCCc2c1cnn2-c1ccc(F)cc1F (centres undefined),-17%,-24%,-20%,-12%,2%,0.18µM*,0.2%,?,?
COc1ccc(C(=O)N2CCN(C(=O)C3CCCO3)CC2)cc1[N+](=O)[O-] (centres undefined),-4%,12%,0%,-2%,10%,7%,-0.3%,i,-4%
CC(C)CC1CC(C)(c2csc(NNC(=O)c3ccccc3)n2)OC1=O (centres undefined),0%,-61%,-22%,?,-1%,12%,3.1%,i,-1%
Cc1cc(Br)c(NC(=O)COC(=O)CC2CC3CCC2C3)c(Br)c1 (centres undefined),-6%,2%,1%,4%,10%,12%,-0.5%,i,-33%
Cc1cc(C(=O)CSc2nnc(-c3ccccc3)n2C)c(C)n1C,-13%,-13%,-7%,22%,9%,-20%,0.4%,i,-1%
CC(C)Oc1ccc(CNC(=O)Cc2ccc(NC(=O)N3CCSc4ncccc43)cc2)cc1,-4%,-1%,/,-13%,/,-27%,1.0%,/,/
CCOc1ccc(C(=O)NC(=S)Nc2cccnc2)cc1[N+](=O)[O-],4%,-4%,17%,-23%,-4%,11%,4.2%,i,-2%
CN(c1ccccc1)S(=O)(=O)c1ccc(C(=O)NCCc2ccccc2)cc1,0%,-7%,38%,-2%,-10%,4%,0.1%,i,0%
NC(CC(=O)O)c1ccc(F)cc1 (centres undefined),-2%,-3%,1%,-1%,9%,9%,-0.2%,i,-1%
Cc1cc(C)c2c(n1)nn1c(NCCN3CCOCC3)cc(C)nc21,9%,-13%,/,-6%,-2%,1%,-0.7%,/,10%
Cc1cc(Nc2cnc3ccccc3n2)n(-c2ccccc2)n1,11%[1.84 µM],-23%,-11%,?,-7%,?,7.1%,i,-2%
COC1CCC2(C)C(=CCC3C4CC(O)CC4(C)CCC32)C1 (centres undefined),18%,7%,-7%,-17%,6%,-13%,0.0%,i,12%
COc1ccc(Cn2cc(F)c(=O)n(C)c2=O)cc1[N+](=O)[O-],2%,-85%,-8%,37%[activator],3%,-10%,-1.0%,i,5%
CN(CC(=O)Nc1cccc(F)c1)C(=O)c1ccc(COc2ccccc2)cc1,9%,-13%,-3%,-11%,5%,?,2.9%,?,24%
O=C(CCN1C(=O)C2C3C=CC(C3)C2C1=O)N1CCN(c2ccccc2F)CC1 (centres undefined),4%,-3%,-5%,-9%,19%,12%,1.5%,i,1%
N#CCc1ccc(NC(=O)CSc2nnc(C3CC3)n2C2CC2)cc1,-7%,-2%,2%,-9%,7%,-5%,-0.2%,i,3%
CCN1C(c2ccccc2)=C(c2ccccc2)S/C1=C/C=C1\SC(=S)N(C)C1=O,?,-16%,-32%,-9%,-1%,?,0.0%,?,1%
CN(C)Cc1c(O)ccc2c(=O)c(-c3ccccc3)c(C(F)(F)F)oc12,2%,-1%,/,-22%,1%,6%,4.2%,?,-3%
CCN(Cc1cc2cc(OC)ccc2[nH]c1=O)C(=O)Cc1ccc(OC)cc1,-2%,-25%,28%,-5%,-3%,/,2.0%,i,1%
CCOC(=O)NC(=O)/C(C#N)=N\Nc1cccc(OC)c1,2%,12%,9%,12%,1%,12%,-0.5%,i,-6%
CCC(C(=O)Nc1ccc(C)cc1)c1ccccc1 (centres undefined),5%,6%,-18%,-1%,1%,-6%,0.1%,i,1%
Cc1cccc(NC(=O)C2CC3CCC2C3)c1C (centres undefined),-3%,4%,10%,0%,-2%,8%,-2.2%,i,3%

# An excerpt of these results, as labelled records:
> CCN1C(c2ccccc2)=C(c2ccccc2)S/C1=C/C=C1\SC(=S)N(C)C1=O
- A549 viability = ?
- HepG2 viability = -16%
- ATXN2 expr inh = -32%
- TGFb SMAD3 inh = -9%
- EPAC2 antag = -1%
- Nrf2 inh = ?
- Nrf2 ARE act = 0.0%
- ATXN viability = ?
- MCF10A rerep = 1%
> CN(C)Cc1c(O)ccc2c(=O)c(-c3ccccc3)c(C(F)(F)F)oc12
- A549 viability = 2%
- HepG2 viability = -1%
- ATXN2 expr inh = /
- TGFb SMAD3 inh = -22%
- EPAC2 antag = 1%
- Nrf2 inh = 6%
- Nrf2 ARE act = 4.2%
- ATXN viability = ?
- MCF10A rerep = -3%

# Not all compounds are listed; rates above refer to the full screens.
